Pf apPOL block: Pf-apPOL DNA polymerase inhibition; Recombinant Pf-apPOL, molecular beacon fluorescence, 1.5 h; inhibition, % at 10 µM; hit rate 0.25% among 210,000; AID 1794808
mHTT CaM bind: mHTT-calmodulin interaction abrogation. inhibition, % at 15 µM. P42858. AlphaScreen His-mHTT/GST-CaM binding, luminescence. hit rate 3.6% among 190,000. AID 1671202;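 further: 0% = both proteins with DMSO and 100% = one protein alone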
The depositor's hits bear a star; i = inactive; / = no result given; & = joins results of further samples. No stated cut-off is given here; in the data, active means inhibition above about 50%; inactive means the rest. Not all compounds are listed; rates above refer to the full screens.

SMILES | Pf apPOL block | mHTT CaM bind
Cc1cc2c(cc1C)N[C@]1(C[C@H]3CCC(=O)N4CC[C@@H](C1)[C@@H]34)C(=Nc1ccccc1C)N2 | -5 | 48
Cc1cc(C(F)(F)F)nn1CC(=O)Nc1ccc(Br)c2cccnc12 | 10 | -4
COc1ccc(CNC(=O)c2cnn3c2NC(c2ccco2)CC3C(F)(F)F)cc1 (configuration not stated) | -2 | 7
O=C(Nc1oc2ccccc2c(=O)c1CN1CCCCC1)C(Cl)(Cl)Cl | 2 | 0
Cc1nc(=O)c(-c2ccccc2)c(C)n1-c1ccc(S(N)(=O)=O)cc1 | -7 | -1
CC(C)c1cc(C2CCCN2Cc2ccc(F)cc2)on1 (configuration not stated) | -1 | -12
CCN1CCN(c2ncc3c(n2)CCN(Cc2cccc(C)c2)C3)CC1 | -2 | 79*
COc1ccc(O)cc1-c1nc2ccccc2nc1-c1ccccc1 | -1 | 14
O=C(Nc1ccccc1)OC1CCS(=O)(=O)C1 (configuration not stated) | 0 | -4
CCN(CC)c1cc(CNC(=O)Nc2ccc(C)cc2C)ccn1 | 0 | 7
O=C(CN1C(=O)CSc2ccccc21)NN=Cc1cccnc1 | -3 | /
CCc1ccccc1NC(=O)C(C)N(c1ccc(OC)cc1)S(C)(=O)=O (configuration not stated) | -4 | -4
CC(C)n1cc2cc(C(=O)NCc3ccc(Cl)cc3)sc2c1 | -1 | 73*
CSCCC(C)(O)CNC(=O)C1c2ccccc2Oc2ccccc21 (configuration not stated) | -7 | -3
CCNc1cc(N2CCCC(CCC(=O)NCc3ccco3)C2)ncn1 (configuration not stated) | 0 | 4
COc1ccc(C2C(C(=O)Nc3ccc(F)cc3F)CCC(=O)N2c2ccc(OC)cc2)cc1 (configuration not stated) | -6 | 19
COC(=O)c1cc(OC)c(OC)cc1NC(=O)C1Oc2ccccc2OC1C (configuration not stated) | 3 | -19
CCOc1ccc(NC(=O)C2CCCN(C(=O)c3cccc(C(F)(F)F)c3)C2)cc1 (configuration not stated) | -32 | 28
O=C(C1CCN(c2nnc(-c3ccccc3)o2)CC1)N1CCN(c2ccccc2)CC1 | -4 | 16
N#Cc1c2c(c(NCCCN3CCOCC3)n3c1nc1ccccc13)CCCC2 | 0 | 8
CCN(CC)C1CCS(=O)(=O)C1 (configuration not stated) | 4 | -5
CC(C)(C)c1cc(C(=O)O)cc(C(C)(C)C)c1 | 1 | -6
O=[N+]([O-])c1nc(Br)n(Cc2ccccc2F)n1 | -7 | -7
COCCN1C(=O)Cc2ccccc2C1C(=O)NCc1ccccc1C (configuration not stated) | -3 | 3
Cc1ccc(/C(N)=N\O)n1C | / | i
CC(=O)c1ccc(-c2ccccc2OC(F)(F)F)o1 | -6 | /
C=CCNC(=O)C(=O)Nc1ccccc1Cl | 6 | -8
CCOC(=O)COc1ccc2c(c1)OC(=Cc1ccccc1)C2=O | -1 | 2
CCCCc1c(C)c(C#N)c2nc3ccccc3n2c1-n1ccnc1C | 24 | 2
Cc1c(C(=O)C(=O)NC2CC(C)CC(C)(C)C2)c2ccccc2n1C (configuration not stated) | -1 | 0
CC(=O)Nc1cccc(N2CC(C(=O)NCc3ccccc3Cl)CC2=O)c1 (configuration not stated) | -1 | 2
COc1ccccc1N1CCN(CC(O)COCc2ccc(Cl)cc2)CC1 (configuration not stated) | -3&-3 | 10&10
COc1ccc2nc(N=C(N)NC(C)=O)nc(C)c2c1 | -1 | 0
O=C(c1ccc(-c2cncnc2)nc1)N1CCN(c2ccccc2F)CC1 | 0 | 3
CCN1CCCC1CNC(=O)c1cc2cc3ccc(C)cc3nc2o1 (configuration not stated) | 5 | 4
CCOc1ccccc1C1CC(c2ccc(F)cc2)Nc2nc(N)nn21 (configuration not stated) | -2 | 72*
COC(=O)c1cc(-c2ccc(OC)cc2)c(-c2ccc(OC)cc2)s1 | 2 | /
Cc1cc(C)cc(N2CC(C(=O)Nc3ccc(C)c(C)c3)CC2=O)c1 (configuration not stated) | 1 | 8
O=C(COc1ccccc1[N+](=O)[O-])N1CCCCCC1 | 17 | -1
CC(C)n1cc2cc(C(=O)NCCc3ccncc3)sc2c1 | 3 | 32
Nc1ccc(C23CC4CC(C2)CC(c2ccc(N)cc2)(C4)C3)cc1 | -8 | 84*
NC1=NC(c2ccccc2)N(c2ccccc2)C(N)=N1 (configuration not stated) | -3 | -2
CCCn1c(=N)n(CC(O)c2ccc(Cl)cc2)c2ccccc21 (configuration not stated) | -3 | 3
Fc1cccc(-c2noc(-c3ccc(NC4CCCC4)nc3)n2)c1 | -2 | -8
Cc1ccccc1CNC(=O)c1nnn2c1COC(c1ccc(Cl)cc1)C2 (configuration not stated) | -3 | -9
CCCc1ccc(OCC(=O)Nc2ccc(S(=O)(=O)Nc3onc(C)c3C)cc2)cc1 | 9 | 15
O=C(CN1CCN(Cc2ccccc2)CC1)N1CCCc2c1c(=O)oc1ccc(O)cc21 | 3 | 57*
Cc1cc(C)cc(N2C(=O)NC(=O)/C(=C\c3ccc(I)o3)C2=O)c1 | -7 | 19
Cc1cc(C)n2nc(SCC(=O)N(C)c3ccccc3)nc2n1 | -12 | -1
CCOc1ccc2nc(NC(=O)/C=C/c3ccccc3)sc2c1 | 0 | 18
CCOC(=O)CC1(NC(=O)N2CC3CCCN3c3ccccc32)CCCCC1 (configuration not stated) | -3 | 64*
Cc1ccc(-n2nc3c(c2NC(=O)c2ccco2)CS(=O)C3)cc1 (configuration not stated) | 0 | 7
O=c1[nH][nH]c(=S)n1-c1ccccc1C(F)(F)F | -9 | /
O=C(O)c1ccc(Nc2ccc(F)c(F)c2)c([N+](=O)[O-])c1 | -4 | 13
Cn1nc(-c2nc(-c3ccccc3)no2)c2c1CCN(C(=O)c1ccoc1)C2 | -2 | 9
CCOc1cccc2cc(C(N)=O)c(=Nc3ccc(Cl)cc3Cl)oc12 | -1 | -1
O=S(=O)(NCCc1ccc(F)cc1)c1ccccc1Br | -1 | 2
Cn1ncc(N=Cc2ccccc2)c1C(=O)Nc1cccc(Cl)c1 | 0 | 1
O=C(Nc1ccc(NC(=O)c2ccc(Cl)cc2Cl)cc1)c1ccccc1 | -4 | -5
Cc1cc(C(=O)N2CCC(CCOc3ccccc3F)CC2)no1 | -3 | -12
(next part)
SMILES | Pf apPOL block | mHTT CaM bind
O=C1OC(c2ccccc2)OC(=O)C1=Cc1ccc(-c2cc(C(=O)O)ccc2Cl)o1 (configuration not stated) | 7 | 6
O=C(Nc1c2c(nn1-c1cccc(Cl)c1)CS(=O)C2)c1ccccc1[N+](=O)[O-] (configuration not stated) | -2 | -1
CCN1CCn2cc(S(=O)(=O)N3CCCc4ccccc43)cc2C1=O | 1 | 14
CC(=O)N1CCN(c2cc(Oc3ccc(Cl)cc3)ncn2)CC1 | -16 | -4
O=c1c2cc(-c3ccccc3)sc2ncn1N=Cc1ccc2c(c1)OCO2 | 0 | /
CCS(=O)(=O)c1ccc2oc(=O)c(C=C(O)c3ccc(OC)c(OC)c3)nc2c1 | 12 | 1
N/C(=N\OC(=O)c1ccccc1F)c1cccnc1 | -2 | i
CCS(=O)(=O)c1ccccc1C(=O)Nc1nc2c(OC)ccc(C)c2s1 | -5 | -2
CC(O)(CNC(=O)NCc1cccs1)c1ccc2c(c1)OCO2 (configuration not stated) | -6 | -6
CC1=NN(C(=O)c2cccc([N+](=O)[O-])c2)C(O)(C(F)(F)F)C1 (configuration not stated) | 6 | 16
C=CCNC(=O)CN(c1ccc(C)cc1)S(=O)(=O)c1ccc(F)cc1 | 1 | -12
O=S1(=O)N=CN(c2cccc(F)c2)c2ncccc21 | -4 | -2
Cc1cc(C(N)=NOC(=O)C(C)(C)C)cc(C(N)=NOC(=O)C(C)(C)C)c1 | -14 | /
CCN(CC)S(=O)(=O)c1cc(C(=O)Nc2ccc(Cl)cn2)ccc1OC | -4&3 | 4&4
CC1(C(=O)Nc2ccccc2)Oc2cccnc2NC1=O (configuration not stated) | -5 | -9
O=C(O)c1cc([N+](=O)[O-])c(-n2nnc3ccccc32)c([N+](=O)[O-])c1 | 0 | -2
O=S(=O)(NC1CCN(c2ncnc3c2CCC3)C1)c1cccnc1 (configuration not stated) | -4 | -4
CSc1ccccc1NC=C(C#N)C#N | -4 | /
CS(=O)(=O)N1CCC(C(=O)N2CCc3nc(NC(=O)C4CC4)sc3C2)CC1 | 5 | -12
CC1CCCC1OCC(O)CN1C(C)(C)CCCC1(C)C (configuration not stated) | -11 | -1
Cc1cccc(C(=O)N2CCN(c3ccccc3C)C(=O)C2C)c1 (configuration not stated) | -4 | -9
O=C(CSc1nc(-c2ccccc2)cc(=O)[nH]1)Nc1ccccc1F | 21&-3 | 9&-5
CC(C)N1C(=O)S/C(=C\c2ccc(N3CCCCC3)o2)C1=O | -2 | 23
Cn1c(CNC(=O)c2ccc(N3CCNC(c4ccccc4)C3)nc2)nc2ccccc21 (configuration not stated) | 1 | 6
CCOc1ccc(N2C(=O)C3C4c5ccccc5C(CO)(c5ccccc54)C3C2=O)cc1 (configuration not stated) | -2 | 13
CSc1nnc2c(n1)OC(c1ccc(Cl)c([N+](=O)[O-])c1)Nc1ccccc1-2 (configuration not stated) | -4 | 9
O=C(NCCC1=CCCCC1)C1CC1 | -15 | -8
O=C(C1CCCN(c2nn3c(=O)c4c(nc3s2)CCCC4)C1)N1CCCCC1 (configuration not stated) | -7 | -1
COCCN(CCOC)Cc1c(O)ccc2c1OC(=Cc1cccc(Cl)c1)C2=O | -26 | 17
CC(=O)NC(=O)c1cc2ccccc2oc1=Nc1ccc(C)cc1 | 1 | 8
O=C(Nc1nnc(SCc2cn3ccccc3n2)s1)c1cc(-c2ccco2)on1 | 12 | -6
CC(C)c1cc(C2CCCN2C(=O)c2ccc3c(c2)OCO3)on1 (configuration not stated) | -2 | 0
OCCNCCOc1ccc(OCc2ccccc2)cc1 | 2 | 5
O=C(CN1CCC(c2nc(-c3ccc(F)cc3)no2)CC1)N1CCN(c2ccccc2)CC1 | -6&-5 | -1&-9
CCC(C)c1c(O)nc(SCC(=O)Nc2ccccc2)[nH]c1=O (configuration not stated) | -2 | -2
O=C1c2ccccc2NC(c2ccc3c(c2)OCO3)N1Cc1ccco1 (configuration not stated) | -70&2 | 0&3
COc1cc(NC(=O)c2ccccc2OC)c(OC)cc1Cl | -3 | 9
N#Cc1c(NC(=O)CC2Nc3ccccc3NC2=O)sc2c1CCCC2 (configuration not stated) | -5 | -11
O=C(CSc1nnc(-c2cccnc2)n1-c1ccccc1)c1cccc([N+](=O)[O-])c1 | -5 | 1
Cn1nc(-c2nc(Cc3ccccc3)no2)c2c1CCN(C(=O)Cc1ccccc1F)C2 | -2 | -3
CCC(=O)NC(c1ccc(Cl)cc1)c1cc(Cl)c2cccnc2c1O (configuration not stated) | 7 | 41
CC(=O)Nc1cccc2c(C(=O)N3CCN(C4CCCCC4)CC3)ccnc12 | 3 | -2
COc1ccc(NC(=O)C2CC(c3c(F)cccc3Cl)=NO2)cc1OC (configuration not stated) | 0 | 4
CC(=O)NC(c1ccc(Cl)cc1)c1cc(Cl)c2cccnc2c1O (configuration not stated) | 8 | 74*
COCCC(=O)N1CCC(c2nc(C(=O)N3CCCC3)c(C)o2)CC1 | -4 | 3
O=C(ON=C1CCSCC1)c1ccc(Br)cc1 | -3 | -7
N#Cc1c(N)nc2sc(C(=O)Nc3ccccc3)c(N)c2c1-c1cccs1 | -3 | 34
O=C1Nc2cc(C(=O)N3CCN(c4ccccn4)CC3)ccc2SC1N1CCOCC1 (configuration not stated) | -20 | 3
COc1ccc2c(c1)C1=NN(C(C)=O)C(c3ccc([N+](=O)[O-])cc3)C1CC2 (configuration not stated) | -1 | 7
Cc1ccc(C2Nc3ccc4ncccc4c3C3=C2C(=O)CCC3)cc1 (configuration not stated) | -7 | 1
CCOc1cc(/C=C(\C#N)c2nc3ccc(C)cc3[nH]2)cc(Cl)c1O | -3 | 84*
Cc1occc1C(=O)Nc1cccc(Cl)c1Cl | 3 | -3
Cc1ccc(N=C(NOC(=O)c2ccccc2)c2nonc2N)c(C)c1 | -1 | 7

Screening data (PubChem)
